Screening data deposited in PubChem by National Center for Advancing Translational Sciences (NCATS).
CHX counter – Cycloheximide Counterscreen for Small Molecule Inhibitors of Shiga Toxin. cell reporter, cycloheximide protein synthesis inhibition counterscreen. max response, %. 300,000 tested, 12% active. AID 2314, 2010; in the data active = max response mostly above about 13%, no sharp cut-off; inactive = mostly below about 14%; also: read at 38.3 µM for the half of the compounds with a filed dose; 0% is about no effect
FBPA Giardia inh – qHTS Assay for Inhibitors of Fructose-1,6-bisphosphate Aldolase from Giardia Lamblia. A8B2U2. purified Giardia FBPA. 290,000 tested, 0.71% active. Potency, µM (titrated, usually from 59.6 µM), for inactives: at the highest dose activity, negative = inhibition, actives largely listed as inhibitors; also: potency is read from the fitted curve at half-maximal effect; % is scaled to controls: 0 for no effect and ±100 for the full control effect; nearly all actives have a fitted effect of over 55% in size
Target sequence (A8B2U2 whole entry, looked up): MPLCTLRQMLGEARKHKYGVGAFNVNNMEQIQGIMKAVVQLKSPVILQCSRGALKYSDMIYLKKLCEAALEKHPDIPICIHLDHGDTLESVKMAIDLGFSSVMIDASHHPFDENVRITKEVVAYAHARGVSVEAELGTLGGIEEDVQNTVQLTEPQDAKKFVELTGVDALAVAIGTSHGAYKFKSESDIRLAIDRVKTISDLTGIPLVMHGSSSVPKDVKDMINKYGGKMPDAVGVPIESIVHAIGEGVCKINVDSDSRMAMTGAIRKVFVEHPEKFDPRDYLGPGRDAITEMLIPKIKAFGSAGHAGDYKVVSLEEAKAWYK
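40 nM FBPA preincubated 10 min at RT with compound (up to 57.5 uM final), then substrate plus GAPDH/TPI/NAD/arsenate coupling and diaphorase/resazurin added. Fluorescence read after 20 min at RT, 525/598 nm.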
AmpC no deterg – qHTS Inhibitors of AmpC Beta-Lactamase (assay without detergent); P00811; AmpC nitrocefin hydrolysis, absorbance 480 nm, 0.0001% Triton; Potency, µM (doses to about 57.1 µM), for the others: at the highest dose activity change, negative = inhibition, actives largely listed as inhibitors; 330,000 tested, 0.52% active; AID 485341, 2010;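 also: potency is read from the fitted curve at half-maximal effect; plate controls were no compound for no effect and no enzyme for full effect; nearly all actives have a fitted effect of over 20% in size; some results filed as inactive show a strong effect at the top dose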
Target sequence (P00811 whole entry, looked up): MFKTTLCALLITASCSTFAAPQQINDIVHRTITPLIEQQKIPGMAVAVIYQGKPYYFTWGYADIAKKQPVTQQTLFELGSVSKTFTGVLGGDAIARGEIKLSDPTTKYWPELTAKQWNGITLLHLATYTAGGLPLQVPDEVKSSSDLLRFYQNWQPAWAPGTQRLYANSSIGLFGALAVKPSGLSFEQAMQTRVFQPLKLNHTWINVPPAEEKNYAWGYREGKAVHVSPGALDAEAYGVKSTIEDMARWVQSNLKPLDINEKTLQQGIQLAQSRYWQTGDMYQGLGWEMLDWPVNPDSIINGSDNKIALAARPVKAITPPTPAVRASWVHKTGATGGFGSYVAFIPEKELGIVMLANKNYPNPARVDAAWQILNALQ
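20 mM phosphate pH 7.0 + 0.01% (detergent screen) or 0.0001% Triton X-100; 5.3 nM AmpC reagent; cpd preinc 15 min RT; nitrocefin (800 uM stock) to start; A480 q20 s × 4 min; Activity was normalised to no-enzyme and no-compound control wells.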
AmpC inh detg – qHTS Inhibitors of AmpC Beta-Lactamase (assay with detergent). 370,000 tested, 0.041% active. AmpC hydrolysis of nitrocefin, absorbance 480 nm, 0.01% Triton. Potency, µM (series often up to 114 µM), without a hit: top-dose activity change, negative = inhibition, hits mostly inhibitors;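 also: potency is read from the fitted curve at half-maximal effect; 0% = no-compound wells and -100% = no-enzyme wells; nearly all actives have a fitted effect of over 25% in size; some results filed as inactive show a strong effect at the top dose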
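AmpC (5.3 nM in the dispensed reagent) in 20 mM phosphate pH 7.0 with 0.01% (detergent screen) or 0.0001% Triton X-100 was preincubated with compounds for 15 min at room temperature. Nitrocefin was then added from an 800 uM solution, and hydrolysis was followed at 480 nm.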
AMA1 RON2 block – qHTS for Inhibitors of AMA1-RON; Towards Development of Antimalarial Drug Lead: Primary Screen; AlphaScreen AMA1-biotinylated RON2 peptide binding; Potency, µM (doses to about 58.2 µM), inactives show at the top dose activity change, negative = inhibition, most hits filed as inhibitors; Plasmodium falciparum AMA1 (3D7) - RON2 peptide interaction; 360,000 tested, 0.2% active;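 also: potency is read from the fitted curve at half-maximal effect; 0% = vehicle wells and -100% = peptide control; nearly all actives have a fitted effect of over 45% in size; some results filed as inactive show a strong effect at the top dose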
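AMA1 (3D7) with his tag at 25 nM final met compounds first, then biotinylated RON2 peptide at 25 nM; detection used donor plus acceptor beads, 10 µg/mL apiece, read by AlphaScreen after 30 min at room temperature.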
HCMV inh – qHTS Assay for inhibitors of the human cytomegalovirus (HCMV); HFF cells, HCMV-luciferase reporter, 72 h; active compounds read low; activity change, negative = inhibition, % at 57.5 µM; 410,000 tested, 4.5% active; in the data active = activity change below about -60%; inconclusive = no clear call, values can overlap the other calls; inactive = above about -39%; also: % is scaled to controls: 0 for no effect and ±100 for the full control effect
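Screen run at 2 compound doses on HFFs infected with reporter HCMV, MOI 1 PFU/cell. Luciferase activity from cell lysates at 72 h post infection gave inhibition relative to buffer-only and Salinomycin wells.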
Shiga toxin inh – A qHTS for Small Molecule Inhibitors of Shiga Toxin; Vero cells, Shiga toxin protein synthesis inhibition reporter; inhibition, % at 38.7 µM; 290,000 tested, 9.2% active; in the data active = inhibition mostly above about 28%, no sharp cut-off; inactive = mostly below about 43%; also: 0% is about no effect
Numbers without * were called inactive; ? = inconclusive; · = no result given; [ ] = remark or other dose. Unless noted, calls follow the shape of the dose curve; as a rule, active = well fitted curve in the direction sought with a large enough effect; inconclusive = small, poorly fitted or top-dose-only effect, or another doubt; inactive = no such curve, though single readings can be large; an effect the other way counts as inactive or inconclusive.

Below each compound – CHX counter	FBPA Giardia inh	AmpC no deterg	AmpC inh detg	AMA1 RON2 block	HCMV inh	Shiga toxin inh
O=C(O)CSc1nnc(-c2ccco2)o1
  -2.8	2.7%	-8.0%	-16.0%	13.7%	-24.4	-10.8
CC(C)(C)N(Cc1ccccc1)C(=O)COC(=O)c1ccc(S(=O)(=O)N2CCOCC2)cc1
  ·	·	188.8%[activator]	·	5.1%	-11.9	·
O=S(=O)(Nc1nccs1)c1ccc(F)cc1
  38.4*	3.5%	19.5%	-3.3%	8.9%	-27.6	58.8*
O=C(COc1ccccc1N1C(=O)C2C3C=CC(C3)C2C1=O)c1ccccc1 (stereo not given)
  0.8	5.3%	-9.3%	2.9%	11.6%	69.6	-9.1
COc1cc(/C=C/C(=O)N(C)CC(=O)Nc2ccccc2Br)cc2c1OCCO2
  ·	·	-2.2%	-6.0%	-2.2%	-27.6	·
O=C(Nc1cccnc1)OCc1ccccc1
  18.6*	-2.8%	-9.6%	-3.8%	5.3%	25.1	35.9
CCNc1cc2oc(=O)c(CN3CCOCC3)c(C)c2cc1C
  -1.9	-4.4%	-17.6%	?	-5.3%	35.7	-4.9
CCC(=O)N(CCC(Cc1ccccc1)c1ccc2c(c1)OCO2)Cc1ccccc1F (stereo not given)
  3.4	7.3%	4.1%	-7.1%	-13.9%	-25.1	-22.0
CCOc1cc(C2C(C#N)=C(N)OC(C)=C2C(C)=O)cc(Br)c1O (stereo not given)
  -3.7	-29.2%	-21.4%	-7.6%	-11.2%	-30.5	-8.1
COc1cccc(/C=N/NC(=O)CCn2cnc3ccccc32)c1
  4.4	-4.2%	-2.6%	-7.3%	23.1%	-0.3	3.3
CCCCN(C(=O)C1CC(=O)N(c2ccc3c(c2)OCCO3)C1)c1c(N)n(CC(C)C)c(=O)[nH]c1=O (stereo not given)
  ·	·	2.4%	0.0%	-9.9%	-23.2	·
O=C(Oc1cc(-c2ccccc2)no1)c1cccc(C(F)(F)F)c1
  10.1	-13.4%	-23.9%	2.3%	-4.4%	-19.3	-2.1
CCOc1ccc(S(=O)(=O)N/N=C(\C)C2CCCCC2)cc1
  -3.3	5.4%	-28.2%	-6.8%	-10.3%[2.32 µM]	25.5	-5.6
Cc1ccc(SCC(=O)Nc2nccs2)cc1
  42.5*	-7.5%	-35.7%	-5.2%	-4.3%	51.8	70.9*
COc1ccc(NS(=O)(=O)c2cccc(C(=O)NNC(=O)CNC(=O)c3ccccc3)c2)cc1
  -0.9	·	-47.9%	-14.2%	37.2%[activator]	30.5	-7.0
O=C(O)C1CC(CCCP(=O)(O)O)CCN1 (stereo not given)
  8.5	-4.9%	·	·	·	·	2.5
COc1ccc(S(=O)(=O)Nc2c(C)c(C)cc3c2ncn3C)cc1
  -8.2	-0.2%	-12.2%	4.6%	12.5%	?	5.9
Cc1occc1C(=O)NCc1nc(-c2ccccc2)no1
  -2.5	-6.5%	-19.3%	-12.7%	10.3%	-34.1	1.7
CCC(C)NC(=O)CCc1c(C)nc2c(c(C)nn2-c2ccccc2)c1C (stereo not given)
  -3.0	-2.8%	78.3%[activator]	0.4%	5.6%	?	-6.4
COc1ccc(OC)c(N(CC(=O)NCc2ccccc2)S(=O)(=O)c2ccc(OC)c(OC)c2)c1
  12.6	·	-10.2%	1.8%	1.9%	-24.0	9.1
Nc1[nH]n(-c2ccccc2)c(=O)c1N=Nc1ccccc1[N+](=O)[O-]
  12.6*	3.9%	-10.5%	9.1%	5.5%	73.2	25.2
COc1ccc(C(=O)N2CCN(c3ncnc4c(-c5ccccc5)nsc34)CC2)cc1
  8.7	10.6%	0.7%	-5.1%	-3.1%	-6.5	-5.3
CNC(=O)CSCc1c(Cl)cccc1Cl
  4.4	-0.9%	-17.4%	-0.5%	1.4%	13.7	1.9
Brc1cc(Br)c(Oc2cc(Br)c(Br)cc2Br)cc1Br
  ·	·	-26.8%	4.2%	6.0%	-34.6	·
O=C(Nc1ccc(F)cc1)c1ccccc1Oc1ccc(C(F)(F)F)cc1[N+](=O)[O-]
  -2.7	-1.2%	-36.3%	-6.5%	-21.3%	-37.1	-9.5
COCCn1c(-c2ccc(OC)cc2)nc2ccccc21
  15.7*	-1.1%	-11.8%	2.2%	3.2%	12.9	-1.4
Cc1nn(-c2ccccc2)c(Cl)c1/C=N/NC(=O)c1ccn[nH]1
  21.2*	·	-18.2%	-2.6%	36.5%[activator]	120.6	34.4
NC(=O)CSc1nnc(-c2ccc(S(=O)(=O)N3CCCCC3)cc2)n1-c1ccccc1
  8.8	0.8%	-2.0%	-11.3%	4.8%	43.9	-13.0
O=C(Cc1c(F)cccc1Cl)Nc1cccc(S(=O)(=O)NC2=NCCCCC2)c1
  ·	·	-21.7%	-1.0%	-2.5%	-2.7	·
CCOc1ccc2[nH]c(=O)c(CN(CCO)C(=O)c3ccc(F)cc3)cc2c1
  -4.7	5.4%	-5.9%	-6.8%	-8.7%	33.6	-14.4

Some of the entries so far, as a markdown table.
| Molecule | CHX counter | FBPA Giardia inh | AmpC no deterg | AmpC inh detg | AMA1 RON2 block | HCMV inh | Shiga toxin inh |
| --- | --- | --- | --- | --- | --- | --- | --- |
| O=C(Nc1ccc(F)cc1)c1ccccc1Oc1ccc(C(F)(F)F)cc1[N+](=O)[O-] | -2.7 | -1.2% | -36.3% | -6.5% | -21.3% | -37.1 | -9.5 |
| COCCn1c(-c2ccc(OC)cc2)nc2ccccc21 | 15.7* | -1.1% | -11.8% | 2.2% | 3.2% | 12.9 | -1.4 |

(cont.)
Below each compound – CHX counter	FBPA Giardia inh	AmpC no deterg	AmpC inh detg	AMA1 RON2 block	HCMV inh	Shiga toxin inh
C/C(=N\N(Cc1ccccc1)c1ccccc1)c1ccncc1
  10.2	1.4%	-30.1%	-0.9%	-5.0%	?	-4.6
CC(C)(C)NC(=O)C(c1ccncc1)N(Cc1ccc(F)cc1)C(=O)c1ccc(-c2ccccc2)[nH]1 (stereo not given)
  13.3	-3.0%	126.8%[activator]	1.6%	-7.6%	-36.4	21.9
COc1ccc(Nc2cc(C(=O)NCCCN3CCOCC3)c3ccccc3n2)cc1
  -4.6	·	81.5%[activator]	-4.7%	-2.0%	-7.0	8.8
CCN(CC(=O)Nc1c(C(=O)OC)[nH]c2ccc(Cl)cc12)c1ccc2c(c1)OCO2
  -5.6	-19.7%	1.0%	?	-9.2%	-19.8	-14.8
COC(=O)c1ccccc1NC(=O)NCc1ccccc1
  -4.1	3.3%	-28.1%	-5.6%	-3.4%	-23.1	-2.8
CCOC(=O)c1cc(OCC(=O)NC(C)C(C)C)cc(C(=O)OCC)c1 (stereo not given)
  17.3	10.8%	1.7%	0.7%	-6.7%	28.6	-12.0
COc1ccc(S(=O)(=O)N2CCC(C(=O)NC3CCCCC3)CC2)cc1OC
  ·	·	?	?	-10.8%	-21.7	·
COc1ccccc1NC(=O)COC(=O)c1ccc(S(=O)(=O)N2CCCCCC2)cc1
  ·	·	-11.6%	·	-6.8%	-11.4	·
CC(C(=O)Nc1sc2c(c1C#N)CCCCC2)N1C(=O)c2ccccc2C1=O (stereo not given)
  1.3	1.3%	-6.9%	-10.8%	77.6%[activator]	-1.9	10.2
COc1ccc2nc(N3CCN(C(=O)c4ccc([N+](=O)[O-])o4)CC3)sc2c1
  ·	·	-5.0%	0.0%	-8.3%	-5.1	·
Cn1nnnc1SCC1=C(C(=O)O)N2C(=O)[C@@H](NC(=O)[C@H](O)c3ccccc3)[C@H]2SC1
  1.3	?	-22.1%	-9.1%	32.4%[activator]	·	-9.3
COc1cc(OC)cc(-c2cc3ncccc3cn2)c1
  ·	·	-11.1%	6.3%	-2.4%	36.0	·
CCOC(=O)CCCCC(=O)c1[nH]c(=O)[nH]c1CSc1nc(C)cc(=O)[nH]1
  -0.9	-25.4%	-8.1%	?	?	?	-11.3
COc1ccc(NC(=O)c2cc(C)no2)cc1
  35.8*	0.7%	-17.4%	0.5%	-2.3%	78.7	71.6*
COC(=O)C(C)Sc1nnc2n(-c3cccc(C)c3)c(=O)c3c4c(sc3n12)CCCC4 (stereo not given)
  -2.0	4.3%	3.8%	?	-5.1%	-31.8	1.6
CCNc1nc(NC(C)(C)C)nc(SCC(N)=O)n1
  -4.1	2.3%	-5.1%[2.29 µM]	?	-8.5%	-1.8	-6.5
CSCCC(N=C(NS(=O)(=O)c1ccc(Br)cc1)c1ccccc1)C(=O)O (stereo not given)
  6.4	5.7%	-19.2%	?	10.3%	-14.7	-9.5
COc1ccc(S(=O)(=O)N(C)CC(=O)N2CCCCCC2)cc1
  -0.9	17.2%	1.2%	-14.7%	-2.4%	-0.9	·
COc1ccccc1OCC(=O)Nc1nc(C)c(C)s1
  27.0*	-13.8%	-15.9%	-9.3%	0.4%	-13.1	91.1*
O=C(O)c1cccc(S(=O)(=O)N2CCCC2)c1
  2.0	6.0%	-19.4%	?	-1.0%	-5.4	-16.7
CCOc1ccc(S(=O)(=O)NCCC(=O)Nc2cccc(C(=O)OC)c2)cc1
  -0.8	8.4%	-36.7%	2.2%	6.5%	28.8	14.2
CCOc1ccc2c(c1)C(C)=CC(C)(C)N2
  ·	?	-24.4%	1.9%	?	-17.4	·
C[C@@H](C(=O)Nc1ccccc1N1CCOCC1)N1C(=O)C2CC=CCC2C1=O (stereo not given in full)
  15.0	1.4%	26.5%	-0.6%	7.3%	-21.9	-7.4
Cc1ccc(/C=N/NC(=O)CNC(=O)COc2ccccc2)o1
  -8.0	-0.8%	-14.5%	1.8%	8.7%[2.32 µM]	?	-15.5
CC(=O)c1cc(NC(=O)c2ccc(Cl)cc2)c(=O)oc1/C=C/N(C)C
  15.7	-4.7%	-29.0%	-8.0%	3.9%	42.3	14.6
Cc1cccc(N(C(=O)Cn2nnc3ccccc32)C(C(=O)NCc2ccco2)c2ccncc2)c1 (stereo not given)
  11.8	-19.9%	26.3%	11.8%	-8.5%	-18.6	37.8
c1ccc(CNc2ncnc3[nH]ncc23)cc1
  ·	·	·	4.1%	-3.1%	?	·
CC(=O)N(Cc1ccco1)c1nc(C(=O)Nc2ccc(Cl)cc2)c(C)s1
  45.6*	3.5%	-29.5%	-10.9%	-8.8%	-12.6	95.1*
CC(=C/C(=O)O)/C=C/c1cccs1
  1.4	2.4%	-18.9%	-7.6%	0.0%	23.1	19.8
Cc1noc(C(=O)Nc2cccc(Cl)c2)c1Cl
  32.8*	-1.1%	-16.5%	1.6%	5.2%	52.4	60.2*
Fc1cccc(/C=N/Nc2nc3ccccc3[nH]2)c1
  39.7*	-4.2%	?	-1.5%	19.2%	22.9	84.1*
O=C(CCN1C(=O)/C(=C\c2ccccc2F)SC1=S)N1CCCCC1
  -2.6	7.3%	-3.1%	?	14.8%	19.0	-6.5
